Screening results deposited in PubChem BioAssay by The Scripps Research Institute Molecular Screening Center.
TAAR1 antagonist: human TAAR1 antagonism; Q96RJ0; CHO RD-HGA16 TAAR1, Fluo-8 calcium fluorescence, antagonist; AID 624466; inhibition, % at 3 µM; actives 1.5% (n = 360,000);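 active = inhibition above a per-plate cutoff, the mean inhibition of test compounds on that plate plus 3 SD, cut at about 49% in these data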;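 also: 0% = DMSO plus EC80 beta-PEA response and 100% = DMSO alone without agonist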
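Test system: CHO RD-HGA16 cells bearing hTAAR1 | Reagent: β-PEA, EC80 | Compound dosing: 3 µM, single point | Schedule: Dye loading 75 min at 37 °C, then 30 min room temperature | Signal: Calcium fluorescence with Fluo-8 | Evaluation: Percent inhibition of PEA-evoked calcium signal, max/basal emission ratio | Control set: DMSO-only wells and EC80 β-PEA-stimulated wells | Repeats: Singlicate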
M1 PAM parental: M1 PAM counterscreen hit in parental CHO-K1 cells; ATP EC20, Fluo-8 calcium fluorescence; 0% at ATP EC20, 100% at ATP max; activation, % at 3 µM; actives 0.02% (n = 360,000); AID 602247;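 active = activation above the run cutoff, the mean activation of all test compounds plus 3 SD, cut at about 40% in these data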;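 also: peak over basal fluorescence ratio in a 140 s read after ATP addition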
CHO-K1 Ca antag: nonselective inhibitor or artifact in parental CHO-K1 cells | actives 0.6% (n = 360,000) | ATP-induced calcium, Fluo-8 fluorescence | AID 602250 | inhibition, % at 3 µM;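 active = inhibition above a per-plate cutoff, the plate's mean sample inhibition plus 3 SD, cut at about 24% in these data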;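 also: 0% = DMSO plus EC80 ATP and 100% = DMSO alone without ATP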
CHO-K1 Ca ag: counter-screen for M1 agonists: effect in parental CHO-K1 cells; actives 0.48% (n = 360,000); activation, % at 3 µM; Fluo-8 calcium fluorescence; scaled to maximal ATP response, vehicle zero; AID 602248; in the data active = activation above about 15%;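 also: untransfected CHO-K1 host cells lacking M1 receptor as counterscreen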
TAAR1 ag: agonists of human TAAR1; activation, % at 3 µM; CHO RD-HGA16 TAAR1, Fluo-8 calcium fluorescence; vehicle wells 0%, saturating PEA agonist 100%; AID 624467; Q96RJ0; actives 0.99% (n = 360,000);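 active = activation above the mean activation of all test compounds in the run plus 3 SD, cut at about 38% in these data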
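Repeats: no replicates (n 1) | Material: CHO-derived RD-HGA16 cells with stable Gα16 and human TAAR1 | Technique: Kinetic Fluo-8 calcium fluorescence | Schedule: 17-24 h seeding, 75 min 37 °C dye, 30 min RT | Evaluation: % activation from peak over basal fluorescence ratio, DMSO-to-PEA scaled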
V1aR counter: activates human V1a receptor in oxytocin agonist counter-screen. P37288. CHO-V1R cells, Fluo-8 calcium fluorescence, agonist mode; 0% DMSO, 100% 3 nM vasopressin. actives 0.25% (n = 320,000). activation, % at 3 µM;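 active = activation above the mean activation of all tested compounds plus 3 SD, per screening run, cut at about 20% in these data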;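 also: signal is peak over basal fluorescence ratio across a 100 second FLIPR read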
CHRM1 agonist: agonists of human M1 muscarinic receptor | P11229 | CHO-K1 hM1, Fluo-8 calcium fluorescence, agonist mode; 0% DMSO, 100% acetylcholine EC100 | activation, % at 3 µM | actives 0.33% (n = 360,000);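 active = activation above the run's mean compound activation plus 3 SD, cut at about 16% in these data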;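 also: peak over basal fluorescence ratio within a 140 s kinetic read after compound addition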
Target sequence (P11229 whole entry, looked up): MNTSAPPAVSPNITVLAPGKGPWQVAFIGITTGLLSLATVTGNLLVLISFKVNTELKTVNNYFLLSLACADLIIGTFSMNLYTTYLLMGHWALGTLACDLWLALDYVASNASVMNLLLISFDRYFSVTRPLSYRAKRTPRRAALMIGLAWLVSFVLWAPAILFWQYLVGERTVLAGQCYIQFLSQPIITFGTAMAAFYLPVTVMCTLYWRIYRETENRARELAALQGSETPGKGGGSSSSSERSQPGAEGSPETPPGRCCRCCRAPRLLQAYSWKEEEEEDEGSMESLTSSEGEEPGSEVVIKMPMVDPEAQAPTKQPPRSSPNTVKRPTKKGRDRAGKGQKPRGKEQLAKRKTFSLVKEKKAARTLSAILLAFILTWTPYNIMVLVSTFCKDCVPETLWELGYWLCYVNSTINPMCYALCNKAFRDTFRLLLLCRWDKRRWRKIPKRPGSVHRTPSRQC
CHO parental Ca: signal in parental CHO cells, OX1R antagonist counter-screen | parental CHO-K1, ATP-induced calcium, Fluo-8 fluorescence | inhibition, % at 5.6 µM | actives 0.63% (n = 330,000);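 active = inhibition above that plate's mean sample inhibition plus 3 SD, cut at about 26% in these data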;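 also: 0% = ATP-challenged DMSO wells and 100% = DMSO wells without ATP; some compounds past the cut are filed as inactive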
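test system = CHO parental line | reagent = ATP stimulus | measured by = intracellular calcium via Fluo-8 no-wash fluorescent dye | control set = ATP and no-ATP DMSO wells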
OXTR potentiator: human OXTR potentiation | P30559 | CHO-OTR cells, Fluo-8 calcium fluorescence, potentiator mode; 0% = oxytocin EC15, 100% = EC100 | activation, % at 3 µM | actives 0.061% (n = 320,000);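 active = activation above that plate's cutoff, the mean activation of tested compounds plus 3 SD, cut at about 6.6% in these data, passing the limit was not always enough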;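 also: 100% uses oxytocin at 75 nM as the full agonist control; some results filed as inactive read as strong as hits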
Target sequence (P30559 whole entry, looked up): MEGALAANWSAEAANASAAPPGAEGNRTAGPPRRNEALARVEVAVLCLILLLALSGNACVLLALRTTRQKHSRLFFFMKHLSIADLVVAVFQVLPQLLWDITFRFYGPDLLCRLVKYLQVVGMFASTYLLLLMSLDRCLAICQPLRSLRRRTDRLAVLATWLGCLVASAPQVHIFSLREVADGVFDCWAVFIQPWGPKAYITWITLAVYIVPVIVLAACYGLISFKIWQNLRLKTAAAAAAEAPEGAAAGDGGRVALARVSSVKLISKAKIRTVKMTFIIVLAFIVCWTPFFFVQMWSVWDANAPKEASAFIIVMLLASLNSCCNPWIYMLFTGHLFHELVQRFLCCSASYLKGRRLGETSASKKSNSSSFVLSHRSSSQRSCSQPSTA
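Assay system: CHO cell line stably expressing human OTR. Reagent: EC15 oxytocin agonist. Dosing: single dose, 3.0 µM nominal final compound concentration. Timing: compound 6 min at room temperature before oxytocin, 100 s read. Signal: kinetic Fluo-8 calcium fluorescence. Controls: oxytocin EC15 low and EC100 high.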
Numbers without * were called inactive; & = joins results of further samples.

For Cc1ccc(N2CCN(/N=C/c3cccnc3)CC2)cc1 the results were TAAR1 antagonist -9, M1 PAM parental 18, CHO-K1 Ca antag -11, CHO-K1 Ca ag 3.8, TAAR1 ag 9 and CHRM1 agonist 4.
For COCCn1c(C(C)C)nc2sc3ccccc3c(=O)c2c1=O the results were M1 PAM parental 5, CHO-K1 Ca antag 8, CHO-K1 Ca ag -0.6, V1aR counter 0.5, CHRM1 agonist 3, CHO parental Ca -11 and OXTR potentiator -4.
Cc1[nH]c2ccccc2c1N=Nc1cc(C(=O)O)cc(C(=O)O)c1 was read as TAAR1 antagonist -23, M1 PAM parental 1, CHO-K1 Ca antag -9, CHO-K1 Ca ag 1.6, TAAR1 ag 0, V1aR counter 1.5, CHRM1 agonist -5, CHO parental Ca -3 and OXTR potentiator 2.
`O=C(COc1cccc2ccccc12)N1c2ccccc2CCc2ccccc21` gave TAAR1 antagonist 28, M1 PAM parental 10, CHO-K1 Ca antag -1, CHO-K1 Ca ag 1.5, TAAR1 ag 2, V1aR counter 1.9, CHRM1 agonist -1, CHO parental Ca 25 and OXTR potentiator -21.
CCN(CC)C(=O)C1=C(C)N(CCCOC)C(=O)C(CC(=O)NC2CCCCC2)C1 (stereo unspecified) was read as TAAR1 antagonist -1, M1 PAM parental 16, CHO-K1 Ca antag -5, CHO-K1 Ca ag 0.5, TAAR1 ag 0 and CHRM1 agonist -1.
Screening CC1CCCCC1NC(=O)c1cncc(Br)c1 (stereo unspecified) returned TAAR1 antagonist 7, M1 PAM parental 6, CHO-K1 Ca antag -10, CHO-K1 Ca ag 0.1, TAAR1 ag 3, V1aR counter 0.5, CHRM1 agonist -1, CHO parental Ca -10 and OXTR potentiator 3.
`Cc1ccc2c(c1)Oc1ccc([N+](=O)[O-])cc1C(=O)N2` gave TAAR1 antagonist 17, M1 PAM parental 4, CHO-K1 Ca antag -1, CHO-K1 Ca ag 0.0, TAAR1 ag -1, V1aR counter -0.9, CHRM1 agonist -6, CHO parental Ca -12 and OXTR potentiator 3.
`O=C(c1ccco1)N1CCN(C(=O)c2cc3c(s2)-c2ccccc2OC3)CC1` gave TAAR1 antagonist 2, M1 PAM parental 11, CHO-K1 Ca antag -15, CHO-K1 Ca ag 2.3, TAAR1 ag 3, V1aR counter 2.8, CHRM1 agonist -2, CHO parental Ca -9 and OXTR potentiator -6.
`COc1ccc(C2CC(c3cccs3)=NN2C(=O)CSc2nncs2)cc1OC` (stereo unspecified) gave TAAR1 antagonist -9, M1 PAM parental -6, CHO-K1 Ca antag 0, CHO-K1 Ca ag 0.4, TAAR1 ag 12, V1aR counter 2.5, CHRM1 agonist -2, CHO parental Ca -11 and OXTR potentiator -9.
For COc1ccc(/C=C2\C(=O)NCC(=O)N2Cc2ccccc2)cc1 the results were TAAR1 antagonist 24, M1 PAM parental 12, CHO-K1 Ca antag -1, CHO-K1 Ca ag 4.7, TAAR1 ag 21, V1aR counter 2.1, CHRM1 agonist -1, CHO parental Ca -14 and OXTR potentiator -3.
`COC(=O)N/N=C/c1ccc(OS(=O)(=O)c2ccc(C)cc2)c(OC)c1` gave TAAR1 antagonist -14, M1 PAM parental -3, CHO-K1 Ca antag -7, CHO-K1 Ca ag 2.0, TAAR1 ag 2, V1aR counter 0.9, CHRM1 agonist -3, CHO parental Ca -10 and OXTR potentiator -2.
Screening COc1ccc(CCNC(=O)c2cc(-c3ccccc3)c(N3CCOCC3)s2)c(OC)c1OC returned TAAR1 antagonist 37, M1 PAM parental 0, CHO-K1 Ca antag 3, CHO-K1 Ca ag 2.1, TAAR1 ag 1, V1aR counter -1.7, CHRM1 agonist -3, CHO parental Ca -36 and OXTR potentiator -4.
For COc1ccc(-n2c(C)cc(C)c(C(C)=O)c2=S)cc1 the results were TAAR1 antagonist -25, M1 PAM parental 16, CHO-K1 Ca antag -6, CHO-K1 Ca ag 1.2, TAAR1 ag 3, V1aR counter 1.5, CHRM1 agonist -9, CHO parental Ca -1 and OXTR potentiator -2.
`COc1ccc2nc(C3CCCCC3)c3c(c2c1)CCC3` gave TAAR1 antagonist 0, M1 PAM parental 5, CHO-K1 Ca antag -13, CHO-K1 Ca ag -0.7, TAAR1 ag 27, V1aR counter 0.1, CHRM1 agonist -2, CHO parental Ca -26 and OXTR potentiator 2.
For CCOc1ccc2c(c1)n([O-])c1c([n+]2=O)CCCC1 the results were TAAR1 antagonist 4, M1 PAM parental -1, CHO-K1 Ca antag -17, CHO-K1 Ca ag -0.1, TAAR1 ag 5 and CHRM1 agonist -4.
`CC(C)c1ccc(/C=C/C(=O)Nc2nc3ccc([N+](=O)[O-])cc3s2)cc1` gave TAAR1 antagonist -14, M1 PAM parental 12, CHO-K1 Ca antag 7, CHO-K1 Ca ag -0.9, TAAR1 ag 12, V1aR counter 0.4, CHRM1 agonist 0, CHO parental Ca 0 and OXTR potentiator 0.
`CCN1/C(=C\C=C2\C(=O)N(c3ccccc3)C(=S)N2C)Sc2ccccc21` gave TAAR1 antagonist -6, M1 PAM parental -14, CHO-K1 Ca antag 20, CHO-K1 Ca ag -0.2, TAAR1 ag 2 and CHRM1 agonist -3.
For CCCn1nc(-c2ccccc2)c2nc3ccccc3nc21 the results were TAAR1 antagonist 6, TAAR1 ag 14, V1aR counter 1.1, CHO parental Ca 1 and OXTR potentiator 3.
O=C(CCl)NCCNC(=O)c1cc(OCC(F)(F)F)ccc1OCC(F)(F)F was read as TAAR1 antagonist -1, M1 PAM parental 19, CHO-K1 Ca antag -6, CHO-K1 Ca ag 8.1, TAAR1 ag 3, V1aR counter -0.5, CHRM1 agonist -8, CHO parental Ca -4 and OXTR potentiator -14.
O=C(CN1C(=O)NC2(CCc3ccccc32)C1=O)Nc1ccc(Br)cc1F (stereo unspecified) was read as TAAR1 antagonist -8, M1 PAM parental 18, CHO-K1 Ca antag -19, CHO-K1 Ca ag 0.7, TAAR1 ag 28, V1aR counter 1.3, CHRM1 agonist 0, CHO parental Ca -3 and OXTR potentiator -9.
Screening CCn1c(CNc2ccc(C)cc2C)nnc1SCC(=O)N1CCCc2ccccc21 returned TAAR1 antagonist 0, M1 PAM parental 18, CHO-K1 Ca antag -7, CHO-K1 Ca ag 1.0, TAAR1 ag 1, V1aR counter 3.0, CHRM1 agonist -3, CHO parental Ca -25 and OXTR potentiator -4.
Screening CCC(CC)CN1C(Nc2ccccc2)=NC[C@@H]1C returned TAAR1 antagonist -17, M1 PAM parental 0, CHO-K1 Ca antag -12, CHO-K1 Ca ag 0.8, TAAR1 ag 3, V1aR counter -0.3, CHRM1 agonist -10, CHO parental Ca 11 and OXTR potentiator -11.
For COc1ccccc1CNC(=O)CN1C(=O)N(C)C2(CCCCC2)C1=O the results were TAAR1 antagonist -10, M1 PAM parental 16, CHO-K1 Ca antag -4, CHO-K1 Ca ag 0.7, TAAR1 ag 1, V1aR counter 0.0, CHRM1 agonist -1, CHO parental Ca -1 and OXTR potentiator -8.
Screening CCc1nc2ccccc2n1CC(=O)NC1CCS(=O)(=O)C1 (stereo unspecified) returned TAAR1 antagonist 7, M1 PAM parental 9, CHO-K1 Ca antag -3, CHO-K1 Ca ag -0.1, TAAR1 ag 0, V1aR counter 0.7, CHRM1 agonist -2, CHO parental Ca -1 and OXTR potentiator -10.
For O=C(c1ccc(COc2ccccc2Cl)o1)N1CCN(Cc2ccc3c(c2)OCO3)CC1 the results were TAAR1 antagonist 30&18, M1 PAM parental 7&-6, CHO-K1 Ca antag 12&2, CHO-K1 Ca ag 1.3&1.1, TAAR1 ag 9&12, V1aR counter -0.9&0.7, CHRM1 agonist -4&-5, CHO parental Ca -16&-26 and OXTR potentiator -13&-17.
For CCOC(=O)N/N=C/c1ccc(Oc2ccccc2)cc1 the results were TAAR1 antagonist 5, M1 PAM parental 18, CHO-K1 Ca antag -15, CHO-K1 Ca ag 0.2, TAAR1 ag 7 and CHRM1 agonist -7.
COc1ccc(OC)c(NC(=O)CN2C(=O)C3(OCCCO3)c3ccccc32)c1 was read as TAAR1 antagonist 8, M1 PAM parental 21, CHO-K1 Ca antag -12, CHO-K1 Ca ag 1.1, TAAR1 ag 11, V1aR counter 0.3, CHRM1 agonist 0, CHO parental Ca -12 and OXTR potentiator -5.
`CC(C)C1CC2=C(C(=O)OC(C)(C)O2)C(c2ccc(Cl)cc2)O1` (stereo unspecified) gave TAAR1 antagonist -18, M1 PAM parental 15, CHO-K1 Ca antag -16, CHO-K1 Ca ag 0.3, TAAR1 ag -2 and CHRM1 agonist -7.
CC(=O)Nc1nc(CC(C)C)cc(-c2ccco2)c1C#N was read as TAAR1 antagonist 10, M1 PAM parental 10, CHO-K1 Ca antag -5, CHO-K1 Ca ag 0.1, TAAR1 ag 1, V1aR counter 0.2, CHRM1 agonist -4, CHO parental Ca -8 and OXTR potentiator 8.
Screening CCOc1cc(N2CCOCC2)c(OCC)cc1NC(=O)CN1CCCC1 returned TAAR1 antagonist -5, M1 PAM parental 17, CHO-K1 Ca antag 0, CHO-K1 Ca ag 1.4, TAAR1 ag 11, V1aR counter -0.4, CHRM1 agonist -6, CHO parental Ca -13 and OXTR potentiator -5.
For CCOC(=O)C1CCN(c2cc3c(cc2NC(=O)c2ccc(OC)c(OC)c2)n(C)c(=O)n3C)CC1 the results were TAAR1 antagonist 44, M1 PAM parental 5, CHO-K1 Ca antag -12, CHO-K1 Ca ag 4.9, TAAR1 ag 7, V1aR counter 1.1, CHRM1 agonist -2, CHO parental Ca -18 and OXTR potentiator -9.
Screening COc1ccc(-n2c(SCC(=O)NNC(=O)c3ccccc3C)nnc2-c2ccncc2)cc1 returned TAAR1 antagonist 7, M1 PAM parental 7, CHO-K1 Ca antag -12, CHO-K1 Ca ag 0.3, TAAR1 ag 7, V1aR counter 0.2, CHRM1 agonist -5, CHO parental Ca -10 and OXTR potentiator 1.
Screening CC(C)NCCOCCOc1ccccc1F returned TAAR1 antagonist 1, M1 PAM parental -5, CHO-K1 Ca antag 23, CHO-K1 Ca ag 0.7, TAAR1 ag 3, V1aR counter 2.7, CHRM1 agonist -5, CHO parental Ca -9 and OXTR potentiator -9.
NC(=O)c1ccc(NC(=O)C2COc3ccccc3O2)cc1 (stereo unspecified) was read as TAAR1 antagonist 5, M1 PAM parental 11, CHO-K1 Ca antag -7, CHO-K1 Ca ag 0.9, TAAR1 ag 1, V1aR counter 0.2, CHRM1 agonist -1, CHO parental Ca -2 and OXTR potentiator -5.
